STK33 inh: STK33 kinase inhibitors, primary screen, biochemical, luminescence, ADP-Glo, MBP substrate; inhibition, % at 12.5 µM; 0.44% of 27,000 active; Serine/threonine-protein kinase 33 (Homo sapiens), Q9BYT3; in the data active = inhibition above about 20%; inconclusive = no clear call, values can overlap the other calls
Target sequence (Q9BYT3 whole entry, looked up): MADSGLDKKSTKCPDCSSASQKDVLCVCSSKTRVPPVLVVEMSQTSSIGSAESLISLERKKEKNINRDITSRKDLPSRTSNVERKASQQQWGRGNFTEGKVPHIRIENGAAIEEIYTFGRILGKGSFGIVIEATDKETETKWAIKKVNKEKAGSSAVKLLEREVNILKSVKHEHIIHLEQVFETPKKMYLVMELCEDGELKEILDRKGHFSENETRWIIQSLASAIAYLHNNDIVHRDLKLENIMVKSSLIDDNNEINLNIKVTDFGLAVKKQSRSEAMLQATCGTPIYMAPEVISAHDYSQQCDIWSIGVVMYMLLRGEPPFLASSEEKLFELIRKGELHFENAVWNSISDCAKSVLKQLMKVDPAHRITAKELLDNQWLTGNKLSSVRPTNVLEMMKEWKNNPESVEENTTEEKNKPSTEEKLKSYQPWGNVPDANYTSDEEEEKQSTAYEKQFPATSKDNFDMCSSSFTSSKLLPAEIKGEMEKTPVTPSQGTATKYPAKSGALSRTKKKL
p53 PUMA act: mutant p53 pathway re-activators, primary screen, cell-based, SW480, luciferase, single point, HTS; AID 624151, 2012; 1.5% of 28,000 active; SW480 PUMA-promoter luciferase, p53 mutant reactivation; activation, % at 9.98 µM; in the data active = activation above about 52%; inconclusive = no clear call, values can overlap the other calls
Numbers without * were called inactive; u = inconclusive; x = not tested or not shown. Not all compounds are listed; rates above refer to the full screens.

Second line of a record – STK33 inh	p53 PUMA act
- C[C@@H](O)C#Cc1cnc2c(c1)C(=O)N([C@@H](C)CO)C[C@H](C)[C@H](CN(C)Cc1ccc(-c3ccccc3)cc1)O2
 : x	6
- CCCc1cc(=O)oc2cc(OCc3cc(C(=O)O)oc3C)ccc12
 : -8	13
- Cc1cc(SCC(=O)Nc2cccc(Br)c2)nc2c(C)cccc12
 : 1	2
- C[C@H]1CN([C@@H](C)CO)C(=O)Cc2cc(NS(=O)(=O)c3cccs3)ccc2O[C@@H]1CN(C)S(=O)(=O)c1ccc(Cl)cc1
 : 1	10
- C[C@@H]1CN([C@@H](C)CO)S(=O)(=O)c2ccc(C3=CCCCC3)cc2O[C@@H]1CN(C)C(=O)c1ccc(F)cc1
 : x	-9
- CCOC(=O)c1c(NC(=O)c2cccc(S(=O)(=O)N3CCCCCC3)c2)sc2c1CCC2
 : 6	0
- C[C@@H]1CN([C@H](C)CO)C(=O)c2cccc(NS(=O)(=O)c3ccc(Cl)cc3)c2O[C@@H]1CN(C)S(=O)(=O)c1cn(C)cn1
 : x	1
- C[C@@H]1CCCCO[C@H](CN(C)C(=O)CCCN(C)C)[C@@H](C)CN([C@H](C)CO)C(=O)c2cc(NC(=O)Nc3ccc(F)cc3)ccc2O1
 : 1	x
- COc1ccc(S(=O)(=O)Nc2ccc3c(c2)CC(=O)N([C@H](C)CO)C[C@@H](C)[C@@H](CN(C)C(=O)Nc2c(C)noc2C)O3)cc1
 : 0	x
- C=CCOC(=O)[C@H]1[C@@H]2C(=O)O[C@@H](c3ccccc3)[C@@H](c3ccccc3)N2[C@@H](c2ccc(OCCOC(=O)[C@@H]3C[C@@H]4C(=O)N[C@@H](CC(C)C)C(=O)N4[C@@H]3c3ccc(O)cc3)cc2)[C@]12C(=O)Nc1ccc(I)cc12
 : 9	x
- COc1ccc(S(=O)(=O)N(C)C[C@@H]2Oc3ccc(NC(=O)NC(C)C)cc3CC(=O)N([C@H](C)CO)C[C@@H]2C)cc1
 : -1	x
- C=C1CCC(C)C(C)(CCC2=CC(=O)OC2O)C/C=C\C=C/1C(=O)O (configuration not stated)
 : 0	9
- CC1CCCC(C)N1NC(=O)c1ccc(Cl)c(S(N)(=O)=O)c1 (configuration not stated)
 : -4	-19
- Cn1nc(CC(=O)Nc2ccc(OC(=O)c3ccccc3)cc2)c2ccccc2c1=O
 : -2	8
- C[C@@H]1CCCCO[C@H](CN(C)Cc2ccc3c(c2)OCO3)[C@@H](C)CN([C@H](C)CO)C(=O)c2cc(NC(=O)Nc3cccc4ccccc34)ccc2O1
 : -1	x
- COc1ccc(NC(=O)N(C)C[C@@H]2Oc3ccc(NC(=O)Nc4cccc5ccccc45)cc3CC(=O)N([C@H](C)CO)C[C@@H]2C)cc1
 : -3	x
- COc1ccc(CN(C)C[C@@H]2Oc3ccc(NS(=O)(=O)c4ccc(OC)cc4)cc3CC(=O)N([C@H](C)CO)C[C@H]2C)cc1
 : -6	5
- O=C(Cn1nc(-c2cccc([N+](=O)[O-])c2)c2ccccc2c1=O)Nc1cccc(Cl)c1
 : 2	-7
- O=C(CSc1nnnn1-c1ccccc1)Nc1ccc(Cl)c(C(=O)O)c1
 : 3	3
- O=C(CSc1nc(-c2ccccc2)cc(=O)[nH]1)Nc1cccc(Cl)c1Cl
 : 3	-7
- Cc1nn2c3ccccc3n(C)c2c1C(=O)CN1CCOCC1
 : 7	u
- CCOC(=O)c1ccccc1NC(=O)COc1ccccc1Br
 : -2	14
- COc1ccc(NC(=O)N(C)C[C@@H]2Oc3c(NC(=O)Nc4cccc5ccccc45)cccc3C(=O)N([C@@H](C)CO)C[C@H]2C)cc1
 : -1	x
- C[C@H]1CN([C@@H](C)CO)C(=O)c2cc(NC(=O)Cc3ccccc3)ccc2O[C@H]1CN(C)Cc1ccc(C(=O)O)cc1
 : 0	x
- C[C@@H]1CN([C@@H](C)CO)C(=O)c2cc(NC(=O)Nc3ccc(C(F)(F)F)cc3)ccc2O[C@H]1CN(C)Cc1ccc(Oc2ccccc2)cc1
 : 3	x
- C[C@@H]1CN([C@@H](C)CO)C(=O)c2cccc(NC(=O)Nc3ccc(F)cc3)c2O[C@H]1CN(C)C(=O)Nc1ccc(F)cc1
 : x	8
- COc1ccc(NC(=O)Nc2ccc3c(c2)C(=O)N([C@H](C)CO)C[C@H](C)[C@H](CN(C)C(=O)NC(C)C)OCCCC[C@@H](C)O3)cc1
 : -4	x
- C[C@@H]1CCCCO[C@@H](CN(C)Cc2ccccc2)[C@H](C)CN([C@H](C)CO)C(=O)c2cc(NS(=O)(=O)c3cccs3)ccc2O1
 : x	2
- Cc1noc(C)c1NC(=O)Nc1ccc2c(c1)CC(=O)N([C@@H](C)CO)C[C@H](C)[C@@H](CN(C)Cc1ccncc1)O2
 : 1	10
- COc1ccc(OC)c(NC(=O)CN(c2ccc(Br)c(C)c2)S(C)(=O)=O)c1
 : -3	2

Part of the list above in order of length of the SMILES, smallest number first:
Second line of a record – STK33 inh	p53 PUMA act
- CCOC(=O)c1ccccc1NC(=O)COc1ccccc1Br
 : -2	14
- Cc1cc(SCC(=O)Nc2cccc(Br)c2)nc2c(C)cccc12
 : 1	2
- CC1CCCC(C)N1NC(=O)c1ccc(Cl)c(S(N)(=O)=O)c1 (configuration not stated)
 : -4	-19
- O=C(CSc1nnnn1-c1ccccc1)Nc1ccc(Cl)c(C(=O)O)c1
 : 3	3
- O=C(CSc1nc(-c2ccccc2)cc(=O)[nH]1)Nc1cccc(Cl)c1Cl
 : 3	-7
- Cn1nc(CC(=O)Nc2ccc(OC(=O)c3ccccc3)cc2)c2ccccc2c1=O
 : -2	8
- COc1ccc(OC)c(NC(=O)CN(c2ccc(Br)c(C)c2)S(C)(=O)=O)c1
 : -3	2
- CCOC(=O)c1c(NC(=O)c2cccc(S(=O)(=O)N3CCCCCC3)c2)sc2c1CCC2
 : 6	0
- O=C(Cn1nc(-c2cccc([N+](=O)[O-])c2)c2ccccc2c1=O)Nc1cccc(Cl)c1
 : 2	-7
- C[C@@H]1CN([C@@H](C)CO)S(=O)(=O)c2ccc(C3=CCCCC3)cc2O[C@@H]1CN(C)C(=O)c1ccc(F)cc1
 : x	-9
- C[C@H]1CN([C@@H](C)CO)C(=O)c2cc(NC(=O)Cc3ccccc3)ccc2O[C@H]1CN(C)Cc1ccc(C(=O)O)cc1
 : 0	x
- Cc1noc(C)c1NC(=O)Nc1ccc2c(c1)CC(=O)N([C@@H](C)CO)C[C@H](C)[C@@H](CN(C)Cc1ccncc1)O2
 : 1	10
- C[C@@H]1CN([C@@H](C)CO)C(=O)c2cccc(NC(=O)Nc3ccc(F)cc3)c2O[C@H]1CN(C)C(=O)Nc1ccc(F)cc1
 : x	8
- C[C@H]1CN([C@@H](C)CO)C(=O)Cc2cc(NS(=O)(=O)c3cccs3)ccc2O[C@@H]1CN(C)S(=O)(=O)c1ccc(Cl)cc1
 : 1	10
- C[C@@H]1CN([C@H](C)CO)C(=O)c2cccc(NS(=O)(=O)c3ccc(Cl)cc3)c2O[C@@H]1CN(C)S(=O)(=O)c1cn(C)cn1
 : x	1
- COc1ccc(S(=O)(=O)Nc2ccc3c(c2)CC(=O)N([C@H](C)CO)C[C@@H](C)[C@@H](CN(C)C(=O)Nc2c(C)noc2C)O3)cc1
 : 0	x
- C[C@@H]1CN([C@@H](C)CO)C(=O)c2cc(NC(=O)Nc3ccc(C(F)(F)F)cc3)ccc2O[C@H]1CN(C)Cc1ccc(Oc2ccccc2)cc1
 : 3	x
- C[C@@H]1CCCCO[C@H](CN(C)C(=O)CCCN(C)C)[C@@H](C)CN([C@H](C)CO)C(=O)c2cc(NC(=O)Nc3ccc(F)cc3)ccc2O1
 : 1	x
- C[C@@H]1CCCCO[C@H](CN(C)Cc2ccc3c(c2)OCO3)[C@@H](C)CN([C@H](C)CO)C(=O)c2cc(NC(=O)Nc3cccc4ccccc34)ccc2O1
 : -1	x

The list goes on:
Second line of a record – STK33 inh	p53 PUMA act
- C[C@@H]1CN([C@@H](C)CO)C(=O)c2cc(C#CC3(O)CCCC3)cnc2O[C@@H]1CN(C)Cc1ccccn1
 : x	3
- O=C(CNS(=O)(=O)c1cccc(C(F)(F)F)c1)Nc1ccccc1F
 : -1	1
- Cc1noc(C)c1NC(=O)N(C)C[C@@H]1Oc2c(NC(=O)c3ccc(-c4nccs4)cc3)cccc2C(=O)N([C@@H](C)CO)C[C@H]1C
 : x	22
- CNC[C@H]1Oc2ccc(NC(=O)C3CC3)cc2C(=O)N([C@@H](C)CO)C[C@@H]1C
 : x	8
- CC(=O)O[C@H]1CC[C@@]2(C)C(CC[C@]3(C)C2C(=O)C=C2C4[C@@H](C)[C@H](C)CC[C@]4(C(=O)O)CC[C@]23C)C1(C)C (some centres not stated)
 : -7	x
- CCc1ccc(OCC(=O)Nc2ccc(-c3nc4ccccc4s3)c(O)c2)cc1
 : -4	123*
- O=C(CSc1nc2ccccc2c(=O)[nH]1)Nc1ccc(F)c(Cl)c1
 : -3	8
- C[C@@H]1CN([C@H](C)CO)C(=O)c2cc(NC(=O)Nc3cccc4ccccc34)ccc2O[C@H]1CN(C)Cc1ccc(C(=O)O)cc1
 : 1	x
- Cn1c(=O)c2c(nc(NCc3cccnc3)n2Cc2ccc(F)cc2)n(C)c1=O
 : 0	6
- C[C@@H]1CCCCO[C@H](CN(C)Cc2ccccc2)[C@H](C)CN([C@H](C)CO)C(=O)c2cc(NS(=O)(=O)c3cccs3)ccc2O1
 : x	-8
- C[C@@H]1CCCCO[C@H](CN(C)C)[C@@H](C)CN([C@@H](C)CO)C(=O)c2cc(NC(=O)C3CCCCC3)ccc2O1
 : x	4
- COC(=O)CN(c1ccc(C)cc1)S(=O)(=O)c1ccccc1
 : -1	11
- C/C=C/c1ccc2c(c1)O[C@H](CNC)[C@@H](C)CN([C@H](C)CO)S2(=O)=O
 : x	12
- CNC[C@@H]1Oc2ccc(NS(=O)(=O)c3cccs3)cc2C(=O)N([C@@H](C)CO)C[C@H]1C
 : 1	x
- COc1ccc(NC=O)c(CS(=O)(=O)c2ccc(C)cc2)n1
 : x	-2
- CCc1c(C)nc(SCC(=O)Nc2ccc(C(=O)OC)cc2)[nH]c1=O
 : -3	4
- C[C@H](CO)N1C[C@H](C)[C@H](CN(C)C(=O)Nc2ccc3c(c2)OCO3)Oc2ncc(C#Cc3cccc(F)c3)cc2C1=O
 : 3	x
- COC(=O)c1ccc(NC(=O)CN(c2ccc(C)c(Cl)c2)S(C)(=O)=O)cc1
 : -3	1
- CCOC(=O)c1cnc2cc(C(F)(F)F)ccc2c1N1CC(C)CC(C)C1 (configuration not stated)
 : -3	x
- O=C(C1=C[C@H](c2ccc3c(c2)Cc2ccccc2-3)C[C@H](OCc2ccc(CO)cc2)O1)N1CCCCC1
 : -1	x

(list continues)
canonical_smiles | STK33 inh | p53 PUMA act
C[C@H]1CN([C@@H](C)CO)C(=O)c2cc(NC(=O)Cn3cnnn3)ccc2O[C@H]1CN(C)C(=O)NC1CCCCC1 | x | -2
Oc1c(C(Nc2cccnc2)c2ccc(Cl)cc2)ccc2cccnc12 (configuration not stated) | 2 | -46
C[C@@H]1O[C@@H](OC[C@H]2O[C@@H](c3c(O)cc4oc(-c5ccc(O)c(O)c5)cc(=O)c4c3O)[C@H](O)[C@@H](O)[C@@H]2O)[C@H](O)[C@H](O)[C@H]1O | -1 | -12
CC(C)NC(=O)Nc1ccc2c(c1)C(=O)N([C@H](C)CO)C[C@@H](C)[C@H](CN(C)C(=O)CCC(F)(F)F)OCCCC[C@@H](C)O2 | x | 5
CCc1ccc(CCC(=O)Nc2cc(Cl)ccc2Cl)o1 | -1 | -20
Cn1c(SCC(=O)Nc2ccccc2[N+](=O)[O-])nc2ccccc2c1=O | -9 | -13
CC(C)NC(=O)N(C)C[C@@H]1OCCCC[C@@H](C)Oc2ccc(NS(=O)(=O)c3ccccc3)cc2C(=O)N([C@H](C)CO)C[C@H]1C | x | -11
C[C@@H]1CN([C@H](C)CO)C(=O)c2cccc(NS(=O)(=O)c3ccc(F)cc3)c2O[C@H]1CN(C)C(=O)NC1CCCCC1 | x | -5
C[C@@H]1CN([C@H](C)CO)C(=O)Cc2cc(NS(=O)(=O)c3ccc(F)cc3)ccc2O[C@@H]1CN(C)Cc1ccc(Oc2ccccc2)cc1 | 3 | x
C[C@H]1CN([C@@H](C)CO)C(=O)c2cc(-c3cccnc3)cnc2O[C@H]1CN(C)C(=O)Nc1ccc(F)cc1 | x | 8
COc1cc2occ(-c3ccc(O)cc3)c(=O)c2c(OC)c1O | 1 | x
C#CCN1C(=O)C(O)(CC(=O)c2ccc(C)o2)c2ccccc21 (configuration not stated) | 0 | 0
COc1ccc(S(=O)(=O)Nc2ccc3c(c2)C(=O)N([C@@H](C)CO)C[C@H](C)[C@@H](CN(C)C(=O)Nc2ccccc2)O3)cc1 | 1 | x
Cc1noc(C)c1NC(=O)N(C)C[C@@H]1Oc2ccc(NS(=O)(=O)c3cn(C)cn3)cc2C(=O)N([C@H](C)CO)C[C@H]1C | x | 4
O=C(CN1CCOCC1)Nc1sc2c(c1C(=O)Nc1ccc(Br)cc1)CCCC2 | 8 | -12
CC(=O)c1cccc(N(CC(=O)N2CCN(c3ccccc3F)CC2)S(C)(=O)=O)c1 | 1 | -10
N#C/C(N)=C(\C#N)N=Cc1ccc(C#N)cc1 | x | 41

Source: PubChem BioAssay (Broad Institute)
